ABHD4 inh – inhibitors of mouse ABHD4. purified mABHD4, FP-Rh probe fluorescence polarization. Q8VD66. inhibition, % at 8.92 µM. 370,000 tested, 0.54% active;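 active = inhibition exceeding the mean over every tested compound plus 3 SD, cut at about 30% in these data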;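 note: 0% = plate median of compound wells and 100% = S159A mutant with DMSO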
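Test system: mABHD4 protein | Buffer or medium: HEPES pH 7.0 buffer, 150 mM NaCl, 0.01% Pluronic F-127 | Probe or stimulus: FP-Rh fluorescent activity-based probe, added after compound pre-incubation | Timing: Pre-incubation 45 min, probe exposure 60 min, at 25 °C | Technique: Fluorescence polarization, excitation 525 nm, emission 598 nm, BODIPY TMR filters | Repeats: Single well per compound (singlicate)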
TCR CD3 inh – blocks the human TCR-CD3 interaction; TAMRA-labeled TCR probe fluorescence, biochemical; inhibition, % at 9.4 µM; 360,000 tested, 0.37% active; in the data active = inhibition above about 19%;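 note: recombinant mutant TCR 2C K166C tagged with TAMRA read by polarization; 0% = receptor in buffer alone and 100% = receptor with positive control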
HTRA1 inhibitor – blocks human HTRA1 serine peptidase; 340,000 tested, 0.5% active; recombinant HTRA1, FP-rhodamine activity-based probe, fluorescence polarization; AID 504803; inhibition, % at 5.96 µM; Q92743; in the data active = inhibition above about 36%;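 note: 0% = enzyme with DMSO and 100% = wells lacking enzyme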
NPR2 activator – GC-B (human) receptor activation; activation, % at 10 µM; 370,000 tested, 0.11% active; HEK293-GC-B cells, CNP EC30, cGMP TR-FRET; 0% at EC30 CNP, 100% saturating CNP;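 active = activation at 10 µM reaching about 35% in either raw or pattern-adjusted values, limit read from the data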
PRMT1 FP inh – inhibitors of human PRMT1. Q99873. recombinant PRMT1, activity-based probe fluorescence polarization. inhibition, % at 2.79 µM. 370,000 tested, 1.3% active. AID 652257;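 active = inhibition above about 21% made by adding two undisclosed values, limit read from the data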
Target sequence (Q99873 whole entry, looked up): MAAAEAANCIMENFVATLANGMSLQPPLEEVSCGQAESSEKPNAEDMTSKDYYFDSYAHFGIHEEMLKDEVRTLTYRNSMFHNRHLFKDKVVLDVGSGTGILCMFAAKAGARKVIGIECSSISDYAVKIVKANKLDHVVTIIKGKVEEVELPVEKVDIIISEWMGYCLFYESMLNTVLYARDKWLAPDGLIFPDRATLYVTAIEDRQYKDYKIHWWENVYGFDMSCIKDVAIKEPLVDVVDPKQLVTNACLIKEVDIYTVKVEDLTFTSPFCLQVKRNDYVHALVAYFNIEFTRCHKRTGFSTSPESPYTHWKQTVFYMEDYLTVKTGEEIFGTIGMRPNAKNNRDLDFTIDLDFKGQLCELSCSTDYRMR
SIAE inh – human SIAE inhibition, primary screen; Q9HAT2; SIAE FP-Rh probe binding, fluorescence polarization; inhibition, % at 9.66 µM; 370,000 tested, 0.69% active; AID 1053197;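 active = inhibition above a cutoff: mean of compounds within the control limits plus 3 SD of those, cut at about 17% in these data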;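 note: 0% = plate median of compound wells and 100% = probe without SIAE protein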
Target sequence (Q9HAT2 whole entry, looked up): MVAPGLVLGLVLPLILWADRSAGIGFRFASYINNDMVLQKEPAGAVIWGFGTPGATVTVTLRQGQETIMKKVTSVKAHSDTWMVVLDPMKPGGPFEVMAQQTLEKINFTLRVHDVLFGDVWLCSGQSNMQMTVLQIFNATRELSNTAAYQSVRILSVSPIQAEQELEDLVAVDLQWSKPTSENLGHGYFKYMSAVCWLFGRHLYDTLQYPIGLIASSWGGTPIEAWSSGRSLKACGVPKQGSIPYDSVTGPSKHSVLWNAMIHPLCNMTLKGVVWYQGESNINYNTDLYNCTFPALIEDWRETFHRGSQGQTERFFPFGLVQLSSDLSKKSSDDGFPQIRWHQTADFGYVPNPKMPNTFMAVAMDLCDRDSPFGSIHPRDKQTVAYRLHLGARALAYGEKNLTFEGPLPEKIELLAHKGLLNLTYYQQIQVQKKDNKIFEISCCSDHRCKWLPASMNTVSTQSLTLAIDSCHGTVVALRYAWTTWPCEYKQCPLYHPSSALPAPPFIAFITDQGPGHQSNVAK
TDP2 inh – blocks human TDP2 phosphodiesterase activity | recombinant TDP2, T5PNP hydrolysis, p-nitrophenol absorbance 415 nm | inhibition, % at 12.8 µM | O95551 | 370,000 tested, 0.34% active;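 active = inhibition above the mean of all tested compounds plus 3 SD, set per campaign, cut at about 25% in these data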;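 note: 0% = DMSO with enzyme and 100% = buffer with substrate but no TDP2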
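System: recombinant human TDP2 / Amount: 120 nM TDP2 per well / Also added: 5 mM T5PNP chromogenic substrate / Doses: 12.8 µM single point, 1% DMSO / Incubation: 2 h at 37 °C / Detection: p-Nitrophenol epi absorbance / Evaluation: % inhibition relative to enzyme-containing and enzyme-free wells / Repeats: singlicate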
rCAG binder – molecules binding r(CAG) RNA repeats. r(CAG) RNA repeat, TO-PRO-1 dye displacement fluorescence. inhibition, % at 3 µM. 370,000 tested, 1.3% active. AID 651821;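 active = inhibition above the plate cutoff, the mean of all test compounds on that plate plus 3 SD, cut at about 35% in these data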;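 note: 0% = DMSO alone and 100% = 100 µM mitoxantrone as full dye displacement; higher means more dye released from RNA so lower well fluorescence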
LEDGF integ inh – blocks HIV-1 LEDGF/p75-dependent DNA integration; inhibition, % at 3.7 µM; AID 743269; 370,000 tested, 0.64% active; TR-FRET IN-LEDGF/p75 DNA integration, Eu/Cy5;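 active = inhibition above the screen-wide mean plus 3 SD, cut at about 13% in these data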;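 note: signal is the Cy5 over europium emission ratio at 671 and 618 nm; 0% = plate median of compound wells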
MBD2 inh – inhibitors of human MBD2 binding to methylated oligonucleotide. inhibition, % at 4.4 µM. TR-FRET. 370,000 tested, 0.31% active; in the data active = inhibition above about 13%
The depositor's hits bear a star. A portion of the library; rates above refer to the full screens.

Preview:
`CCCCNC(=S)N(CCCO)Cc1cc2cc3c(cc2[nH]c1=O)OCO3` gave ABHD4 inh 2, TCR CD3 inh -8, HTRA1 inhibitor -1, NPR2 activator 8, PRMT1 FP inh -1, SIAE inh 1, TDP2 inh 2, rCAG binder 2, LEDGF integ inh 2 and MBD2 inh -1.
Screening COc1ccc(CC(=O)N/N=C/c2cccn2-c2ccc([N+](=O)[O-])cc2)cc1OC returned ABHD4 inh -3, TCR CD3 inh 5, HTRA1 inhibitor 8, NPR2 activator 4, PRMT1 FP inh 0, SIAE inh -2, TDP2 inh -12, rCAG binder 9, LEDGF integ inh 6 and MBD2 inh 1.

The whole of this part (from the top)
`CCCCNC(=S)N(CCCO)Cc1cc2cc3c(cc2[nH]c1=O)OCO3` gave ABHD4 inh 2, TCR CD3 inh -8, HTRA1 inhibitor -1, NPR2 activator 8, PRMT1 FP inh -1, SIAE inh 1, TDP2 inh 2, rCAG binder 2, LEDGF integ inh 2 and MBD2 inh -1.
Screening COc1ccc(CC(=O)N/N=C/c2cccn2-c2ccc([N+](=O)[O-])cc2)cc1OC returned ABHD4 inh -3, TCR CD3 inh 5, HTRA1 inhibitor 8, NPR2 activator 4, PRMT1 FP inh 0, SIAE inh -2, TDP2 inh -12, rCAG binder 9, LEDGF integ inh 6 and MBD2 inh 1.
Screening O=C(O)c1cccnc1SCC(=O)N1CCCc2ccccc21 returned ABHD4 inh 6, TCR CD3 inh 0, HTRA1 inhibitor -1, NPR2 activator 1, PRMT1 FP inh -4, SIAE inh 1, TDP2 inh 17, rCAG binder 1, LEDGF integ inh 0 and MBD2 inh -2.
`COc1ccc(C2(c3ccc(OC)cc3)NC(=O)N(CC(=O)NC3(C#N)CCCC3)C2=O)cc1` gave ABHD4 inh -1, TCR CD3 inh -5, HTRA1 inhibitor -3, NPR2 activator -2, PRMT1 FP inh 2, SIAE inh 8, TDP2 inh 4, rCAG binder 1, LEDGF integ inh -6 and MBD2 inh 0.
Screening c1ccc(CCn2nnnc2CN2CCCc3ccccc32)cc1 returned ABHD4 inh -12, TCR CD3 inh -5, HTRA1 inhibitor -4, NPR2 activator 5, PRMT1 FP inh 25*, SIAE inh 1, TDP2 inh 2, rCAG binder 1, LEDGF integ inh 2 and MBD2 inh 8.
Screening COc1ccc(-c2csc(NS(=O)(=O)c3ccc([N+](=O)[O-])cc3)n2)cc1 returned ABHD4 inh 37*, TCR CD3 inh 2, HTRA1 inhibitor 4, NPR2 activator 3, PRMT1 FP inh 1, SIAE inh 7, TDP2 inh -6, rCAG binder 70*, LEDGF integ inh -1 and MBD2 inh 2.
`COc1ccc(Cc2nc3ccc(C(=O)NCCn4ccnc4C)cc3o2)cc1OC` gave ABHD4 inh -3, TCR CD3 inh -2, HTRA1 inhibitor -4, NPR2 activator -6, PRMT1 FP inh 0, SIAE inh -3, TDP2 inh -8, rCAG binder -8, LEDGF integ inh -5 and MBD2 inh 0.
`CCOC(=O)Nc1sc(NS(=O)(=O)c2ccc(C)cc2)nc1C` gave ABHD4 inh 5, TCR CD3 inh -4, HTRA1 inhibitor -1, NPR2 activator 2, PRMT1 FP inh 6, SIAE inh 0, TDP2 inh -6, rCAG binder 14, LEDGF integ inh 0 and MBD2 inh -2.
For Cc1ccc2nc(NC(=O)CSc3nc4ccccc4o3)sc2c1 the results were ABHD4 inh -9, TCR CD3 inh -6, HTRA1 inhibitor -13, NPR2 activator -1, PRMT1 FP inh 2, SIAE inh -8, TDP2 inh 14, rCAG binder 5, LEDGF integ inh -1 and MBD2 inh 0.
`Cc1csc2ncnc(N3CCN(S(=O)(=O)c4cccc(C(F)(F)F)c4)CC3)c12` gave ABHD4 inh 2, TCR CD3 inh -7, HTRA1 inhibitor -17, NPR2 activator 2, PRMT1 FP inh 3, SIAE inh -5, TDP2 inh -4, rCAG binder -3, LEDGF integ inh -3 and MBD2 inh 2.
COC(=O)c1sc(NC(=O)CSc2nnnn2-c2ccc(C)cc2C)nc1C was read as ABHD4 inh -2, TCR CD3 inh 4, HTRA1 inhibitor -1, NPR2 activator -4, PRMT1 FP inh 0, SIAE inh -3, TDP2 inh 1, rCAG binder 1, LEDGF integ inh -3 and MBD2 inh -5.
Screening COc1nc(N/N=C/c2ccc(-c3ccccc3[N+](=O)[O-])o2)nc(N2CCOCC2)n1 returned ABHD4 inh -3, TCR CD3 inh 6, HTRA1 inhibitor 7, NPR2 activator 0, PRMT1 FP inh 1, SIAE inh -1, TDP2 inh 9, rCAG binder 1, LEDGF integ inh 1 and MBD2 inh 0.
Cc1ccc(NC(=O)CSc2nnnn2-c2cccnc2)c(C)c1 was read as ABHD4 inh 5, TCR CD3 inh 3, HTRA1 inhibitor 8, NPR2 activator 1, PRMT1 FP inh -4, SIAE inh 0, TDP2 inh -7, rCAG binder 2, LEDGF integ inh 2 and MBD2 inh -4.
O=C(CSc1nnc(Cc2ccccc2)o1)N1CCc2ccccc21 was read as ABHD4 inh 4, TCR CD3 inh 6, HTRA1 inhibitor 4, NPR2 activator -8, PRMT1 FP inh -3, SIAE inh 7, TDP2 inh -8, rCAG binder -3, LEDGF integ inh -3 and MBD2 inh 5.
`Cc1nn(-c2ccccc2)c(OC(=O)c2cccs2)c1S(=O)(=O)c1ccc([N+](=O)[O-])cc1` gave ABHD4 inh -7, TCR CD3 inh -3, HTRA1 inhibitor 2, NPR2 activator -2, PRMT1 FP inh 0, SIAE inh 1, TDP2 inh -16, rCAG binder 9, LEDGF integ inh 8 and MBD2 inh -2.
Screening Cn1c(NC(=O)C2CCCC2)cc(=O)n(C)c1=O returned ABHD4 inh 2, TCR CD3 inh -1, HTRA1 inhibitor 7, NPR2 activator -2, PRMT1 FP inh 3, SIAE inh 6, TDP2 inh 8, rCAG binder 0, LEDGF integ inh 1 and MBD2 inh 3.
Screening Nn1c(SCC(=O)Nc2ccc3c(c2)OCO3)nnc1-c1ccc(Cl)cc1 returned ABHD4 inh 3, TCR CD3 inh -2, HTRA1 inhibitor -3, NPR2 activator 1, PRMT1 FP inh -3, SIAE inh 3, TDP2 inh 9, rCAG binder 2, LEDGF integ inh 1 and MBD2 inh 3.
Screening O=C(c1ccco1)N1CCN(S(=O)(=O)c2cccc(Cl)c2)CC1 returned ABHD4 inh -3, TCR CD3 inh 10, HTRA1 inhibitor 3, NPR2 activator 1, PRMT1 FP inh -2, SIAE inh 3, TDP2 inh -8, rCAG binder 3, LEDGF integ inh 2 and MBD2 inh 5.
Screening O=C(CN1CCN(c2ccc(F)cc2)CC1)Nc1ccc(-n2cnnn2)cc1 returned ABHD4 inh -5, TCR CD3 inh -2, HTRA1 inhibitor 5, NPR2 activator -1, PRMT1 FP inh -1, SIAE inh 4, TDP2 inh 1, rCAG binder -3, LEDGF integ inh 2 and MBD2 inh 1.
For NC(=O)c1c(NC(=O)c2ccncc2)sc2c1CCCCCC2 the results were ABHD4 inh -2, TCR CD3 inh 4, HTRA1 inhibitor -5, NPR2 activator 4, PRMT1 FP inh 0, SIAE inh 9, TDP2 inh -1, rCAG binder 4, LEDGF integ inh 2 and MBD2 inh -7.
c1cc(CNCC2CCCO2)ccn1 (centres undefined) was read as ABHD4 inh -2, TCR CD3 inh 0, HTRA1 inhibitor 9, NPR2 activator 3, PRMT1 FP inh -1, SIAE inh 6, TDP2 inh -3, rCAG binder 1, LEDGF integ inh 2 and MBD2 inh 2.
Screening O=C1CN(C(=O)NCC(=O)N[C@@H](C(=O)O)c2ccccc2)c2ccccc2N1 returned ABHD4 inh 4, TCR CD3 inh 8, HTRA1 inhibitor -1, NPR2 activator 3, PRMT1 FP inh -2, SIAE inh 0, TDP2 inh 11, rCAG binder 2, LEDGF integ inh -1 and MBD2 inh -3.
For NC(=S)c1cnn2c(-c3cccc(C(F)(F)F)c3)ccnc12 the results were ABHD4 inh -3, TCR CD3 inh 1, HTRA1 inhibitor -5, NPR2 activator -13, PRMT1 FP inh -4, SIAE inh -2, TDP2 inh 4, rCAG binder 3, LEDGF integ inh 5 and MBD2 inh -2.
CCC(C)NC(=O)Cc1ccc(-c2ccccc2)cc1 (centres undefined) was read as ABHD4 inh -6, TCR CD3 inh -3, HTRA1 inhibitor -19, NPR2 activator 6, PRMT1 FP inh -2, SIAE inh 1, TDP2 inh -5, rCAG binder 5, LEDGF integ inh 0 and MBD2 inh 2.
CN(C)S(=O)(=O)c1ccc(C(=O)OCc2ccc(C#N)cc2)cc1 was read as ABHD4 inh -4, TCR CD3 inh -9, HTRA1 inhibitor 2, NPR2 activator 8, PRMT1 FP inh 3, SIAE inh -2, TDP2 inh -5, rCAG binder 3, LEDGF integ inh -3 and MBD2 inh 3.
CCOC(=O)c1c(C)[nH]c(C)c1S(=O)(=O)N(C)CC(=O)Nc1ccccc1F was read as ABHD4 inh 8, TCR CD3 inh -4, HTRA1 inhibitor -2, NPR2 activator -3, PRMT1 FP inh -3, SIAE inh 1, TDP2 inh -4, rCAG binder -4, LEDGF integ inh 0 and MBD2 inh -2.
Screening CCOc1cc2[nH]c(=O)n(CCCC(=O)NCc3ccc(OC)cc3)c(=O)c2cc1OCC returned ABHD4 inh -2, TCR CD3 inh 3, HTRA1 inhibitor -4, NPR2 activator -3, PRMT1 FP inh -2, SIAE inh -1, TDP2 inh 14, rCAG binder -4, LEDGF integ inh 3 and MBD2 inh -2.
For Cc1noc(C)c1CS(=O)(=O)c1ccc([N+](=O)[O-])cc1 the results were ABHD4 inh -2, TCR CD3 inh 1, HTRA1 inhibitor -3, NPR2 activator -1, PRMT1 FP inh 3, SIAE inh 0, TDP2 inh 6, rCAG binder -1, LEDGF integ inh 0 and MBD2 inh 0.
Screening COc1cc2[nH]c(=O)n(CCC(=O)NC3CCCC3)c(=O)c2cc1OC returned ABHD4 inh 3, TCR CD3 inh 1, HTRA1 inhibitor -6, NPR2 activator -2, PRMT1 FP inh 0, SIAE inh 1, TDP2 inh -13, rCAG binder 1, LEDGF integ inh -1 and MBD2 inh 0.
For O=C(N/N=C/c1ccc([N+](=O)[O-])s1)c1cccc(Br)c1 the results were ABHD4 inh 12, TCR CD3 inh 4, HTRA1 inhibitor 45*, NPR2 activator -3, PRMT1 FP inh -2, SIAE inh -2, TDP2 inh -12, rCAG binder 4, LEDGF integ inh 0 and MBD2 inh 0.
Screening COc1cc(OC)cc(C(=O)Nn2cc(C(=O)Nc3ccc(F)cc3F)c3ccccc3c2=O)c1 returned ABHD4 inh -14, TCR CD3 inh 8, HTRA1 inhibitor -41, NPR2 activator 1, PRMT1 FP inh -2, SIAE inh -9, TDP2 inh -7, rCAG binder 15, LEDGF integ inh 1 and MBD2 inh -4.
Screening COc1cc(CCC(=O)OCC(=O)Nc2ccc(F)c(F)c2F)cc(OC)c1OC returned ABHD4 inh -4, TCR CD3 inh 4, HTRA1 inhibitor -7, NPR2 activator -4, PRMT1 FP inh -1, SIAE inh -6, TDP2 inh 8, rCAG binder -5, LEDGF integ inh 2 and MBD2 inh 4.
`COc1ccc(CCNC(=O)c2ccc3nc(N4CCOCC4)sc3c2)cc1OC` gave ABHD4 inh -3, TCR CD3 inh 2, HTRA1 inhibitor -2, NPR2 activator -6, PRMT1 FP inh 0, SIAE inh 3, TDP2 inh 5, rCAG binder 0, LEDGF integ inh -1 and MBD2 inh 5.

Assay outcomes (PubChem)
